FEN1 inhibitor – inhibitors of human flap endonuclease 1; P39748; Recombinant FEN1 flap cleavage, fluorescence, 15 min; Potency, µM (doses to about 114 µM), inactives show at the top dose activity change, negative = inhibition, hits mostly inhibitors; 0.35% of 390,000 active; also: nearly all actives have a fitted effect of over 65% in size
Target sequence (P39748 whole entry, looked up): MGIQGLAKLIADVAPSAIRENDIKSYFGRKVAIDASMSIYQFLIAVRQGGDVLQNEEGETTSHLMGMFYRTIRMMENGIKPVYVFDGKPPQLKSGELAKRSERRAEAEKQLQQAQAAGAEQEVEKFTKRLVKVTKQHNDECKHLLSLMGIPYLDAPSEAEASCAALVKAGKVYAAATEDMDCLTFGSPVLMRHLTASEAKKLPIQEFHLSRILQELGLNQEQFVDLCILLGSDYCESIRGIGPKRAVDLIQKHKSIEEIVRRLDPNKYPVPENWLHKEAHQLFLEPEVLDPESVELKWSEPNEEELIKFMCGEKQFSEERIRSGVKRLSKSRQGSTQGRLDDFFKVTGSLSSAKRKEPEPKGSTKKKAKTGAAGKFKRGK
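FEN1 at 10 nM, compound pretreatment for 15 min (room temperature), 50 nM final substrate to initiate; endpoint reads at 0 and 15 min; DMSO-only plates used as vehicle background.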
N370S GC – inhibitors or activators of N370S glucocerebrosidase for Gaucher disease; N370S GC spleen homogenate, 4MU-glucoside fluorescence; Potency, µM (doses to about 59.4 µM), inactives show at the top dose activity change, negative = inhibition, actives largely listed as inhibitors; 0.092% of 330,000 active; AID 2101;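 also: 0% = full enzyme activity and -100% = no enzyme basal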
DT40 TDP1 CPT – growth inhibition of DT40 Tdp1-/-;hTDP1 cells with camptothecin (screen for TDP1 inhibitors) | chicken DT40 Tdp1-/-;hTDP1 cells + 20 nM CPT, ATP luminescence, 48 h | 12% of 420,000 active | Potency, µM (series often up to 46.2 µM), for inactives: at the highest dose activity change, negative = growth inhibition, actives largely listed as inhibitors; also: nearly all actives have a fitted effect of over 55% in size
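Chicken DT40 Tdp1-/- cells stably complemented with human TDP1 were seeded at 400 cells/well in medium containing 20 nM camptothecin, exposed to pin-transferred compounds, and grown at 37 °C for at least 48 hr. Viability was read as ATP luminescence.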
An asterisk follows results filed as active; ? = inconclusive; · = not tested or not shown; & = joins results of further samples; [ ] = remark or other dose. Calls follow the shape of the dose curve; as a rule, active = well fitted curve in the direction sought with a large enough effect; inconclusive = small, poorly fitted or top-dose-only effect, or another doubt; inactive = no such curve, though single readings can be large; an effect the other way counts as inactive or inconclusive. Unless noted, % is scaled to controls: 0 for no effect and ±100 for the full control effect; potency is read from the fitted curve at half-maximal effect.

(1) CCOc1ccccc1N1CCN(C(=O)c2cc3cc(OC)ccc3[nH]2)CC1
(2) CSc1ccc(N2CCN(CCCNC(=O)Nc3ccccc3F)CC2)cc1
(3) CC1(C)Cc2c(C#N)c(NCc3ccco3)nc(-c3ccco3)c2CO1
(4) Cc1ccc(N(CCC#N)C(=O)COC(=O)C2CCN(S(=O)(=O)c3ccc4c(c3)OCCO4)CC2)cc1
(5) Cc1c(C(=O)Nc2ccc(S(=O)(=O)Nc3ncccn3)cc2)oc2ccccc12
(6) COc1ccc(N2CCN(C(c3ccc(C)cc3)c3nnnn3C(C)(C)C)CC2)cc1 (stereo not drawn)
(7) O=C(NNS(=O)(=O)c1ccc2ccccc2c1)NC1CCCCC1
(8) CCN(CC)CC(=O)N1c2ccccc2Sc2ccccc21
(9) Cc1sc(-c2cccnc2)nc1OC(=O)C1CC1
(10) CCc1cc2ccc(C)cc2nc1SCC(=O)Nc1cc(C)on1
screen / no.	1	2	3	4	5	6	7	8	9	10
FEN1 inhibitor	-19.9%	-10.5%	9.1%	0.0%	-14.8%	3.5%	9.4%	-18.3%	-3.3%	6.2%
N370S GC	11.9%	7.0%	11.2%	-0.8%	·	·	1.1%	0.9%	11.8%	26.4%
DT40 TDP1 CPT	?	?	?	-9.5%	-2.1%	?	-2.0%	?	-18.0%	2.4%

(11) CC(=O)N(c1c(C)n(C)n(-c2ccccc2)c1=O)C1(C(=O)NC2CCCC2)CCCCC1
(12) COCCc1nc2ccc(C(=O)N3CCCC(CCCO)C3)cc2o1 (stereo not drawn)
(13) CCSc1nnc2c(n1)OC(C)(C)Nc1ccccc1-2
(14) COc1ccc(-n2c(C)cc(/C=C/c3nc(O)c([N+](=O)[O-])c(=O)[nH]3)c2C)cc1
(15) CN(C)/C=C1\N=C(c2ccccc2)OC1=O
(16) FC(F)(F)c1cc(-c2ccccc2)nc(-n2cc(Cl)cn2)n1
(17) O=c1oc(-c2ccccc2F)nc2scc(-c3ccccc3)c12
(18) NC(=O)c1nsc(C(=O)N(CC(=O)NC2CCCCC2)Cc2ccc(F)cc2)c1N
(19) CCOC(=O)SC1=N/C(=C\c2ccc(N(C)C)cc2)C(=O)S1
(20) COc1ccc2[nH]c(=O)c(CNc3ccccc3OC)cc2c1
screen / no.	11	12	13	14	15	16	17	18	19	20
FEN1 inhibitor	-10.7%	-1.9%	17.7%	?	-11.7%	-14.4%	-9.3%	-3.9%	-0.9%	-9.9%
N370S GC	-1.4%	-6.5%	4.7%[2.35 µM]	0.3%	6.7%	16.1%	14.5%	1.3%	-0.2%	-12.0%
DT40 TDP1 CPT	-0.1%	0.1%	-22.3%	3.5%	-4.0%	?	-18.8%	-5.9%	-22.8%	6.51µM*

(21) O=C(CCn1cnc2onc(-c3ccc(F)cc3)c2c1=O)N1CCN(c2ccc(F)cc2)CC1
(22) O=C(NCc1ccccc1Cl)C1CCN(S(=O)(=O)N2CCC3(CC2)OCCO3)CC1
(23) CCCCC1=CC2=C(c3ccco3)C(=O)C(C)(OC(=O)c3ccc(OC)cc3)C(=O)C2=CN1CCc1ccccn1 (stereo not drawn)
(24) COCCn1c(N)c(Sc2ccc(Cl)cc2)c(=O)[nH]c1=O
(25) CCN(CC)c1nc(-c2ccc(C(=O)NN)cc2)nc(-c2ccc(C(=O)NN)cc2)n1
(26) CC(C)(C)OC(=O)N1CCC(c2c(C(=O)NC3CCN(Cc4ccccc4)CC3)cnn2-c2cccc(F)c2)CC1
(27) C#CCNC(=O)C1=C[C@@H](c2ccc(C#C)cc2)[C@H](CCCO)[C@@H](OCC)O1
(28) Cc1nn2c(-c3cccc(NC(=O)CSc4nc5ccccc5o4)c3)nnc2c2ccccc12
(29) Cc1ccccc1S(=O)(=O)Cc1ccc(C(=O)NCCN2CCCCC2C)o1 (stereo not drawn)
(30) O=P1(O)Cc2ccccc2-c2ccccc21
screen / no.	21	22	23	24	25	26	27	28	29	30
FEN1 inhibitor	6.3%	8.6%	5.6%	-15.2%	12.9%	-3.2%	-4.6%	0.5%	6.5%	-9.4%
N370S GC	·	12.5%	-2.9%[12.8 µM]	-15.1%	-29.7%	·	-1.0%	18.5%	10.0%	·
DT40 TDP1 CPT	23.1µM*	-21.0%	5.8µM*	-18.7%	-10.2%	11.6µM*	-24.2%	11.6µM*	-0.8%	7.2%

(31) O=C(CC1N=C2c3ccccc3N=C(SCc3ccc(Cl)cc3)N2C1=O)NCCc1ccccc1 (stereo not drawn)
(32) Cc1ccc2c(CN3CCN(C(=O)c4ccco4)CC3)cc(=O)oc2c1C
(33) CC1=Nc2ccccc2/C1=C/c1c(N)n2c(S(=O)(=O)C(C)C)nsc2nc1=O
(34) CCCCCc1ccc(-c2cn(Cc3cccc(OC)c3)nn2)cc1
(35) O=[N+]([O-])c1ccc(O)c(Nc2ncnc3ccc(Br)cc23)c1
(36) CCOc1ccc(N(CC(=O)Nc2cccc(Br)c2)S(C)(=O)=O)cc1
(37) O=C(CCc1nc2ccccc2s1)NCc1ccccc1F
(38) O=C(O)CN1C(=O)NC2(CCOc3ccccc32)C1=O (stereo not drawn)
(39) COCCNc1ncnc2ccc(-c3cccc(NS(C)(=O)=O)c3)cc12
(40) O=C(c1cnn2c(C(F)(F)F)cc(-c3cccs3)nc12)N1CCN(C(c2ccccc2)c2ccccc2)CC1
screen / no.	31	32	33	34	35	36	37	38	39	40
FEN1 inhibitor	-19.0%	-9.7%	-6.5%	-3.7%&-4.3%	?	-20.1%	11.6%	-2.5%	·	6.8%
N370S GC	·	-12.6%	-2.2%	?	-17.8%	-2.1%	-0.9%	-10.3%	7.0%	18.4%
DT40 TDP1 CPT	?	-2.5%	-1.3%	?	-20.4%	?	-21.0%	-6.2%	?	9.2µM*

(41) O=C(CN1CCOCC1)Nc1cccc(Cl)c1Cl
(42) Cc1cc(C)cc(OC(=O)c2cc(-c3ccc4c(c3)OCCO4)on2)c1
(43) COc1nccnc1NS(=O)(=O)c1ccc(NC(=S)NC(=O)/C=C/c2ccc(F)cc2)cc1
(44) COc1ccc(CC(=O)NC(C)c2nnc(SCC(=O)Nc3ccccc3F)n2C)cc1 (stereo not drawn)
(45) COc1ccc(Cl)cc1NC(=O)COC(=O)Cc1cc(OC)c(OC)c(OC)c1
(46) COC(=O)c1cccc(OCC(O)Cn2cnc3cc(C)c(C)cc32)c1 (stereo not drawn)
(47) O=C(CCS(=O)(=O)c1ccccc1)N(Cc1cccnc1)c1nc2ccc(Cl)cc2s1
(48) Cc1ccc(CNC(=O)COCc2cc(-c3ccc4c(c3)OCO4)on2)cc1
(49) CNC(=O)/C(C#N)=C/c1ccc(-c2nc3ccccc3s2)o1
(50) CCN(CC)CCCNC(=O)c1nn(-c2ccc(OC)cc2)c(=O)c2c1c1ccccc1n2C
screen / no.	41	42	43	44	45	46	47	48	49	50
FEN1 inhibitor	9.7%	1.6%	-5.0%	0.3%	-19.2%	-4.9%	-2.4%	7.0%	7.0%	-7.6%
N370S GC	-14.0%	·	1.2%	-18.9%	·	?	·	·	20.4%	·
DT40 TDP1 CPT	-10.0%	-4.5%	?	-8.2%	-23.2%	?	5.8µM*	?	-3.8%	3.5%

(51) CCOC(=O)C1(Cc2cccc(Cl)c2)CCCN(C(=O)c2ccc(COC)s2)C1 (stereo not drawn)
(52) CC(=O)Nc1ccc(OCCC[n+]2ccccc2)cc1
(53) O=C(Nc1nnc(-c2cccs2)o1)c1cccc(Oc2ccccc2)c1
(54) COc1cccc(CN2CC(C(=O)N3CCCCCCC3)CCC2=O)c1 (stereo not drawn)
(55) O=C1NC(=O)N2CCSC2(Cc2ccccc2)N1 (stereo not drawn)
(56) COc1ccc(OC)c(N(CC(=O)Nc2ccccc2)S(C)(=O)=O)c1
(57) CCCS(=O)(=O)c1c(S(=O)(=O)CCC)c2c(C(N)=O)cccn2c1C(=O)c1ccc(F)cc1
(58) Clc1cccc(C2=NC(c3cccs3)=Nc3ccc(Br)cc3N2)c1
(59) CCC(=O)N1c2ccccc2CC1C(=O)NCCCN1CCN(c2cccc(Cl)c2)CC1 (stereo not drawn)
(60) CC(=O)N(CCc1ccccc1C)Cc1cc2cc3c(cc2[nH]c1=O)OCO3
screen / no.	51	52	53	54	55	56	57	58	59	60
FEN1 inhibitor	0.6%	19.9%	-7.7%	-12.1%	-0.2%	-4.3%	-2.4%	-22.4%	2.4%	6.1%
N370S GC	2.1%	1.1%	1.1%	-2.0%	·	-6.0%	7.0%	·	·	9.5%
DT40 TDP1 CPT	23.1µM*	-3.1%	10.3µM*	-1.2%	?	-20.4%	-5.5%	16.4µM*	?	?

Limited to FEN1 inhibitor (7 entries from above):
nr | smiles | FEN1 inhibitor
53 | O=C(Nc1nnc(-c2cccs2)o1)c1cccc(Oc2ccccc2)c1 | -7.7%
60 | CC(=O)N(CCc1ccccc1C)Cc1cc2cc3c(cc2[nH]c1=O)OCO3 | 6.1%
56 | COc1ccc(OC)c(N(CC(=O)Nc2ccccc2)S(C)(=O)=O)c1 | -4.3%
58 | Clc1cccc(C2=NC(c3cccs3)=Nc3ccc(Br)cc3N2)c1 | -22.4%
55 | O=C1NC(=O)N2CCSC2(Cc2ccccc2)N1 (stereo not drawn) | -0.2%
54 | COc1cccc(CN2CC(C(=O)N3CCCCCCC3)CCC2=O)c1 (stereo not drawn) | -12.1%
59 | CCC(=O)N1c2ccccc2CC1C(=O)NCCCN1CCN(c2cccc(Cl)c2)CC1 (stereo not drawn) | 2.4%

The listing picks up; the 3 compounds before the break are reprinted first.
(58) Clc1cccc(C2=NC(c3cccs3)=Nc3ccc(Br)cc3N2)c1
(59) CCC(=O)N1c2ccccc2CC1C(=O)NCCCN1CCN(c2cccc(Cl)c2)CC1 (stereo not drawn)
(60) CC(=O)N(CCc1ccccc1C)Cc1cc2cc3c(cc2[nH]c1=O)OCO3
(61) Cc1cc(C)cc(N2C(=O)CN(Cc3ccccc3)C2=S)c1
(62) CCOc1ccc(CNC(=O)C(=O)c2cn(CC(=O)N3CCOCC3)c3ccccc23)cc1OC
(63) COc1ccc(CNc2nc3ccccc3n2Cc2ccc(Cl)cc2)cc1OC
(64) CCCCNc1nc2ccccc2nc1NS(=O)(=O)c1ccc(F)cc1
(65) CCS(=O)(=O)n1nc(-c2ccco2)nc1N
(66) CC(=O)NS(=O)(=O)c1ccc(NC(=O)CSc2ccccc2)cc1
(67) O=C(CO/N=C/c1cccc([N+](=O)[O-])c1)NC1CCCCCC1
(68) COc1ccc(S(=O)(=O)N2CCCCC2)cc1NC(=O)CN1C(=O)NC(C)(C2CC2)C1=O (stereo not drawn)
(69) Cc1cc2c(cc1S(=O)(=O)CCC(=O)Nc1cccc(C(F)(F)F)c1)OCC(=O)N2
(70) COc1cc(-c2nnc(-c3cc(-c4ccccc4)nc4ccccc34)o2)cc(OC)c1OC
screen / no.	58	59	60	61	62	63	64	65	66	67	68	69	70
FEN1 inhibitor	-22.4%	2.4%	6.1%	?	-7.0%	-2.8%	-6.1%	1.4%	-4.4%	-2.8%	-6.7%	-14.7%	-9.3%
N370S GC	·	·	9.5%	-5.6%	-18.1%	-7.6%	2.1%	10.5%	-6.9%	17.1%	·	-13.2%	·
DT40 TDP1 CPT	16.4µM*	?	?	-23.1%	3.6%	16.4µM*	-3.1%	8.6%	-23.5%	?	-15.5%	-5.6%	-16.5%

Looked up above:
Under FEN1 inhibitor, entry 64 reads -6.1%
Under FEN1 inhibitor, entry 69 reads -14.7%
Under DT40 TDP1 CPT, entry 68 reads -15.5%
Under DT40 TDP1 CPT, entry 65 reads 8.6%
Under N370S GC, entry 62 reads -18.1%
Under N370S GC, entry 61 reads -5.6%

(more compounds)
(71) CC(=O)OCC(=O)[C@@]1(OC(C)=O)[C@@H](C)C[C@H]2[C@@H]3C[C@H](F)C4=CC(=O)C=C[C@]4(C)[C@@]3(F)[C@@H](O)C[C@@]21C
(72) CCSc1nnc(NC(=O)Cn2cnc3ccccc3c2=O)s1
(73) Cc1n[nH]c(=O)c2c(NC(=O)CSc3nnc(-c4ccco4)n3C)oc(C)c12
(74) CC(C)c1ccc(CN(C(=O)/C=C/c2ccco2)C2CCS(=O)(=O)C2)cc1 (stereo not drawn)
screen / no.	71	72	73	74
FEN1 inhibitor	9.9%	-12.4%	11.5%	-8.1%
N370S GC	-8.4%	-0.3%	·	-18.9%
DT40 TDP1 CPT	?	-6.0%	-15.3%	?

High-throughput results deposited in PubChem BioAssay by National Center for Advancing Translational Sciences (NCATS).

Only part of the results is shown (hit frequency here may not be typical).
